# SENP6 inh = blocks the human protease SENP6. inhibition, % at 10 µM. actives 1.8% (n = 330,000). Q9GZR1. Recombinant SENP6 catalytic domain, aminoluciferin luminescence;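 active = inhibition above about 50% at the single tested dose, limit read from the data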;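 also: plate controls were DMSO wells with enzyme for no effect and DMSO wells lacking enzyme for full effect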
# SENP8 block-1 = blocks human SENP8 cleavage of Nedd8 substrate; Q96LD8; inhibition, % at 20 µM; recombinant SENP8, Nedd8 substrate fluorescence; AID 602440; actives 0.64% (n = 360,000); in the data active = inhibition mostly above about 40%, no sharp cut-off; inactive = mostly below about 27%
# APOBEC3G inh = inhibitors of human APOBEC3G DNA deaminase | Q9HC16 | recombinant A3G, ssDNA deamination FAM/TAMRA fluorescence | inhibition, % at 20 µM | actives 0.28% (n = 330,000) | AID 493012;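 active = inhibition of at least 40% at 20 µM, with no more than 30% in the related APOBEC3A deaminase screen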;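 also: plate controls were DMSO wells with A3G for no effect and wells lacking A3G enzyme for full effect; some compounds called inactive have numbers as strong as hits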
# Target sequence (Q9HC16 whole entry, looked up): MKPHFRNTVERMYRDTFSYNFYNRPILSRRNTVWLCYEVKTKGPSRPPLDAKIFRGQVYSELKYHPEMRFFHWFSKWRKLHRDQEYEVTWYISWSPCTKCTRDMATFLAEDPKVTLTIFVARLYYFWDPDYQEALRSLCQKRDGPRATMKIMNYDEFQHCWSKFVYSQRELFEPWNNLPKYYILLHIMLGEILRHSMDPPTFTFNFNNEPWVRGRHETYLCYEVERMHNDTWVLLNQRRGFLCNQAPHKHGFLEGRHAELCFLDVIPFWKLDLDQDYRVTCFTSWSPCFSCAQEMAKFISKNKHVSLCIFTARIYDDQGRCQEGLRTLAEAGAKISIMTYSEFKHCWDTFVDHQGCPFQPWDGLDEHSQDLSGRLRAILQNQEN
# Apaf-1 inh = human Apaf-1 inhibition | inhibition, % at 20 µM | reconstituted apoptosome caspase-3 activity, DEVD-Rh110 fluorescence | O14727 | actives 0.71% (n = 330,000); active = inhibition of at least 40% at 20 µM;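 also: plate controls were DMSO wells for no effect and DEVD-CHO caspase inhibitor wells for full effect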
#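 System: reconstituted apoptosome with Apaf-1, cytochrome c, caspase-9, procaspase-3, dATP; Signal: Rh110 fluorescence intensity; Schedule: 30 min compound preincubation, 50 min activation, room temperature; Reagent: cytochrome c trigger plus (Z-DEVD)2-Rh110 caspase-3 substrate.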
# SENP8 block-2 = blocks the human protease SENP8; Q96LD8; purified SENP8, Z-RLRGG-aminoluciferin cleavage, luminescence; inhibition, % at 10 µM; actives 1.2% (n = 330,000); AID 2540; in the data active = inhibition above about 50%
# UBC13 polyUb = blocks human UBC13 polyubiquitin chain formation | AID 485273 | TR-FRET | inhibition, % at 20 µM | actives 0.47% (n = 330,000); in the data active = inhibition above about 45%, passing the limit was not always enough
# SENP7 block = inhibitors of human SENP7 protease | Q9BQF6 | recombinant SENP7, Z-RLRGG-aminoluciferin luminescence, 40 min | inhibition, % at 5 µM | actives 1.5% (n = 330,000);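 active = inhibition above about 50% at the single test dose, limit read from the data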;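 also: plate controls were DMSO with enzyme for no effect and no enzyme buffer wells for full effect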
# Target sequence (Q9BQF6 706-1050 limits assumed): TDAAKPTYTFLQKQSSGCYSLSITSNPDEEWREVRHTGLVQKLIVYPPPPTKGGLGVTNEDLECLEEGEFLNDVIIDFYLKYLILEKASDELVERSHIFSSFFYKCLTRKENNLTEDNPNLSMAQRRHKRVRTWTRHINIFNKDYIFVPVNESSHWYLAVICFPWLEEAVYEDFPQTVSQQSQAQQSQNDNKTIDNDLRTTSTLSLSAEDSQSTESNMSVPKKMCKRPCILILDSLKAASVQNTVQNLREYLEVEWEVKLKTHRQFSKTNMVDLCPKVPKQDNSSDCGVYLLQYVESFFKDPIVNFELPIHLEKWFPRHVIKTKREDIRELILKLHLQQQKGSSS
# SENP1 inh = inhibitors of human SENP1 SUMO protease catalytic domain; Q9P0U3; recombinant SENP1 catalytic domain, CyPet-SUMO1-YPet FRET cleavage; inhibition, % at 10 µM; actives 0.21% (n = 360,000);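 active = inhibition at least 30% at 10 µM, raw YFP signal under a set limit, fluorescence ratio 0.5 to 1.5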;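 also: 0% = enzyme with DMSO and 100% = no enzyme wells; some results filed as inactive read as strong as hits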
# Target sequence (Q9P0U3 419-644 limits assumed): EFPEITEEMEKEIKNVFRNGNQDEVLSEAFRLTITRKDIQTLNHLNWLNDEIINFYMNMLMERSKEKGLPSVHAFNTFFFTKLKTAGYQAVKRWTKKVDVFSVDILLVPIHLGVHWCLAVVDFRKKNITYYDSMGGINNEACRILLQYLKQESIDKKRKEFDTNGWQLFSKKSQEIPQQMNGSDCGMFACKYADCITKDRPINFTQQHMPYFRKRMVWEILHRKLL
#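 Material – human SENP1 catalytic domain · Input – SENP1 enzyme, 20 pM final · Compound dosing – single concentration of 10 µM compound, 0.5% DMSO final · Timing – enzyme reaction for 50 min at room temperature, dark · Measured by – FRET fluorescence in CFP and YFP emission channels · Control set – no-enzyme wells low, DMSO-plus-enzyme wells high control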
# The depositor's hits bear a star; i = inactive; nt = no result given.
SMILES,SENP6 inh,SENP8 block-1,APOBEC3G inh,Apaf-1 inh,SENP8 block-2,UBC13 polyUb,SENP7 block,SENP1 inh
C[C@@H]1CC=C[C@@H]2[C@H]1C(=O)N(Cc1ccccc1)[C@H]2c1ccccc1Br,nt,13.1,2.4,23.2,nt,nt,3.2,0.6
Cc1cccc(N2CC(O)=C(c3nc4ccccc4n3C)C2=N)c1,-2.2,-6.0,-3.5,-9.4,7.4,7.8,0.4,2.8
COC(=O)c1c[nH]n2c(=O)c(C(C)C)c(C)nc12,-12.1,7.9,-2.3,4.1,2.1,-2.8,0.1,-0.3
CC(NC(=O)CCn1nc(-c2ccc(Cl)cc2)ccc1=O)c1ccccc1 (stereo unspecified),-13.0,-1.0,-4.1,-10.1,-1.4,6.5,-5.5,-0.3
CCOC(=O)CNC(=O)N1CCCC(N(C)CCc2ccccc2)C1 (stereo unspecified),-9.6,9.8,-5.3,-2.8,-15.4,-6.3,-10.2,-0.4
COc1cccc(NC(=O)C2CC2(c2cccc(OC)c2)c2cccc(OC)c2)c1 (stereo unspecified),1.6,1.3,-3.2,10.7,-7.7,-0.1,1.8,-3.5
COc1ccc(-n2nc3c(c2NC(=O)c2ccco2)CS(=O)(=O)C3)cc1,15.2,8.8,4.0,15.8,5.7,-11.3,-10.4,-0.2
COCCn1c(C)cc(C(=O)CSc2nc(C)c(C)c(C)n2)c1C,-10.3,13.4,-1.2,-1.1,3.3,1.4,0.3,-0.4
Cn1cnc2c(NCc3ccco3)ncnc21,-12.6,1.3,-3.9,-9.9,-14.8,-5.7,11.3,0.7
O=C(NC1CCCCC1)Oc1cccc2ccccc12,-19.5,-62.7,-5.5,1.1,0.1,7.9,3.9,3.2
Cc1ccc(NC(=O)c2ccc3c(c2)N(CC(=O)NC(C)C)C(=O)C(C)(C)O3)cc1,-10.1,3.7,-3.9,2.4,4.5,5.2,3.9,0.1
CCN(CC)c1ccc2cc(-c3nnc(-c4ccccc4)o3)c(=O)oc2c1,7.4,i,-10.0,23.0,-18.1,8.9,19.6,-23.9
O=C(NC1=NCCS1)c1ccc(OCC2CCCO2)cc1 (stereo unspecified),-5.1,-0.1,2.0,3.9,-0.2,0.5,4.7,0.3
CC1=C(C)CC(C(=O)NCc2ccccc2F)C(C(=O)O)C1 (stereo unspecified),-15.0,6.5,-10.3,-14.0,-7.9,3.7,0.0,0.0
O=C(c1ccncc1)N(c1ccc2oc3c(c2c1)CCCC3)S(=O)(=O)c1ccc(F)cc1,-2.3,20.4,-2.9,15.8,10.3,2.1,-1.7,1.6
COC(=O)C1=C(C)N(CCCC(=O)O)C(=O)NC1c1cccs1 (stereo unspecified),-11.0,17.4,-12.6,0.6,-17.2,-3.3,-10.8,1.9
O=C(CCCCCCN1C(=O)c2ccccc2C1=O)Nc1nccs1,-11.2,25.3,0.3,1.6,-3.7,-9.3,-2.5,-0.2
CC1CCc2c(sc(NC(=O)c3ccc(N4C(=O)CCC4=O)cc3)c2C(N)=O)C1 (stereo unspecified),2.3,i,-3.6,9.3,-3.6,27.0,2.9,-4.0
Cc1cccc(NC(=S)NC(=O)c2ccco2)c1C,-2.4,2.2,-5.9,0.0,-0.9,10.5,1.4,6.8
O=C(O)c1cccc(S(=O)(=O)Nc2ccc(O)c(Sc3nc4ccccc4s3)c2)c1,-7.2,8.9,-1.6,-4.2,5.8,-5.5,0.9,4.0
Cc1cc([N+](=O)[O-])ccc1NC(=O)c1ccc(NC(=O)C(C)C)cc1,-0.9,10.4,-5.5,0.7,1.7,-0.5,-0.3,1.8
O=C(OCC(=O)N1CCCC1=O)c1ccc(Cl)cc1[N+](=O)[O-],-0.1,9.1,-0.5,4.5,5.4,-2.4,1.6,0.6
O=c1[nH]c(CN2CCN(c3ccc([N+](=O)[O-])cc3)CC2)nc2ccsc12,9.3,12.1,-5.2,0.4,-7.7,-10.2,5.9,-6.9
O=C(O)c1cc(-c2ccccc2Cl)n(-c2ccc(F)cc2)n1,-24.2,11.5,-8.1,2.1,-5.4,2.7,-3.2,0.8
CCN(c1ccc(NC(=O)c2cccc(S(=O)(=O)N3CCN(C)CC3)c2)cc1)C(C)C,-17.8,11.1,0.8,8.0,2.4,-0.9,1.0,0.1
CCc1cccc(NC(=S)N(CCN(C)C)C2CCN(C(C)C)CC2)c1,-13.9,19.0,-8.3,-1.0,-4.3,8.6,-2.6,5.6
CC(C)(C)C(=O)Nc1nnc(CCc2ccccc2)s1,-33.1,-25.6,-2.3,9.2,-17.7,1.6,-11.0,-8.4
Cc1ccc(NC(=S)N(CCCN2CCC(C)CC2)Cc2ccco2)cc1C,-9.0,15.3,-1.1,-1.4,-1.4,12.9,-4.3,-0.4
CC(Sc1nnc(COc2ccc(Cl)cc2)n1Cc1ccco1)C(=O)N1CCNC1=O (stereo unspecified),-11.0,5.4,-5.5,-2.1,4.4,15.5,6.1,-2.7
CC1CCCN(C(=O)CNS(=O)(=O)c2cccs2)C1 (stereo unspecified),-17.5,-1.8,-11.6,11.4,-3.4,4.4,-1.0,4.3

# Entries of single compounds, looked up by structure. Order of values: SENP6 inh | SENP8 block-1 | APOBEC3G inh | Apaf-1 inh | SENP8 block-2 | UBC13 polyUb | SENP7 block | SENP1 inh
# Shown for `O=c1[nH]c(CN2CCN(c3ccc([N+](=O)[O-])cc3)CC2)nc2ccsc12` → 9.3 | 12.1 | -5.2 | 0.4 | -7.7 | -10.2 | 5.9 | -6.9
# Shown for `CC(Sc1nnc(COc2ccc(Cl)cc2)n1Cc1ccco1)C(=O)N1CCNC1=O` (stereo unspecified) → -11.0 | 5.4 | -5.5 | -2.1 | 4.4 | 15.5 | 6.1 | -2.7

# Additional results follow.
SMILES,SENP6 inh,SENP8 block-1,APOBEC3G inh,Apaf-1 inh,SENP8 block-2,UBC13 polyUb,SENP7 block,SENP1 inh
Cc1ccc(C)c(N(CC(=O)NCCSCc2ccco2)S(C)(=O)=O)c1,3.0,3.7,-1.6,3.8,4.9,-5.6,1.2,-1.9
CN(CC(=O)Nc1ccccc1Cl)C(=O)COC(=O)c1ccc([N+](=O)[O-])cc1Cl,-5.6,10.7,-4.0,3.4,8.8,0.1,-3.4,-0.8
CC1(NC(=O)CSc2nnc(-c3c[nH]c4ccccc34)n2C2CC2)CCS(=O)(=O)C1 (stereo unspecified),0.2,3.2,-4.4,-4.6,-1.9,20.7,-1.1,1.2
O=C(CCN1CCc2ccccc21)c1ccc2c(c1)OCCO2,-2.9,-28.7,-4.6,15.6,-5.3,3.3,-6.2,-48.2
Cc1noc(NS(=O)(=O)c2ccc(NC(=O)CSc3nc4ccccc4[nH]3)cc2)c1C,-6.7,11.9,-3.4,-2.7,3.0,1.2,3.0,0.9
Cc1oc2nc(SCCCC(=O)NCCCO)nc(N)c2c1C,-7.7,16.0,-3.0,-1.0,-2.8,1.8,3.1,-2.9
Cn1cc(C2=C(c3ccc(Cl)cc3Cl)C(=O)NC2=O)c2ccccc21,-12.0,12.7,-10.8,12.1,-2.3,-43.6,-5.2,-27.6
COc1ccc(C(=O)NCCc2cnc[nH]2)cc1OC,-9.7,12.4,-9.4,-3.5,2.6,6.7,2.2,1.0
COc1nc(N/N=C/c2ccc(C)cc2)nc(N2CCCCC2)n1,0.5,5.9,0.3,-3.3,-4.9,10.6,5.8,0.1
CC(CCc1ccccc1)NC(=O)C(=O)Nc1ccccc1 (stereo unspecified),11.0,1.1,-3.0,2.2,-3.3,7.7,30.4,1.5
Brc1cccc(C=Nc2cccc3ncccc23)c1,2.0,35.6,-10.0,-8.8,0.1,2.8,15.2,3.8
Cc1nn(-c2ccccc2)c(Cl)c1C(=O)NNC(=O)c1ccncc1,2.3,10.0,10.0,1.0,-5.5,6.3,6.3,-1.0
Cc1ccc(NC(=O)c2nc[nH]c2C(=O)N(C)Cc2ccccc2)cc1,11.7,7.5,-6.0,13.3,0.0,14.0,3.8,-0.2
COc1ccc(OC)c(C2C(C(=O)Nc3ccc(F)cc3)=C(C)Nc3nc(CCCO)nn32)c1 (stereo unspecified),11.6,-15.6,-1.8,-3.2,-3.8,-7.6,-6.0,-5.8
O=C(c1ccc(S(=O)(=O)N2CCCC2)cc1)N1CCCCCC1,-34.9,30.9,-6.7,-22.0,2.1,15.0,-4.8,1.5
CCC(OC(=O)c1nsc(Cl)c1Cl)C(=O)NC(C)(C)C (stereo unspecified),-15.3,17.6,-6.7,6.1,-10.8,-6.8,-3.7,-0.9
C=CCNC(=S)NNC(=O)c1ccco1,-5.2,4.1,-1.0,-0.7,-1.7,3.6,3.7,2.8
COc1ccccc1NCC(=O)N/N=C(\C)c1cccs1,-9.3,10.9,-6.1,-3.2,4.0,6.6,-3.1,3.3
CC1Oc2ccccc2N(CC(=O)NCC2CCCO2)C1=O (stereo unspecified),6.0,24.3,-3.5,-19.5,5.5,9.6,-8.2,0.9
CC(=O)c1ccc(C(=O)N2CCCC(CNC(=O)c3ccccc3Cl)C2)cc1 (stereo unspecified),-1.2,1.7,-1.2,7.2,3.8,7.6,-7.0,1.0
Cc1cc(NN)nc(NS(=O)(=O)c2ccccc2)n1,-1.6,26.5,-8.4,-1.0,-12.8,-9.4,-8.4,1.2
O=C(NCc1cccs1)c1ccc2ccccc2n1,-8.1,15.5,-1.6,-5.8,-1.0,1.0,-7.1,2.2
CC1CCC(NC(=O)C(NC(=O)c2ccccc2)C(C)C)CC1 (stereo unspecified),-9.5,4.5,-6.7,-15.5,-0.5,10.9,-6.7,3.3
CCOC(=O)[C@@H]1[C@H]2COc3ccccc3[C@H]2N2C(=O)N(c3cccc(F)c3)C(=O)[C@]12C,-13.5,8.1,-4.0,4.6,1.8,5.2,-5.1,0.6
COCCNC(=O)CNS(=O)(=O)c1ccc2nc(C)sc2c1,11.1,13.9,-5.2,-6.3,4.1,6.8,11.0,0.3
COc1cccc(/C=N/n2c(-c3ccco3)nc3ccccc3c2=O)c1,1.9,19.1,-8.4,22.4,-7.0,-8.5,-3.4,-4.4
Cc1ccccc1NC(=O)C1CCN(C(=O)N2CCOc3ccccc32)CC1,7.2,21.0,-8.2,-4.8,-9.3,2.2,4.2,2.1
CC(C)CC(c1nnnn1C1CCCC1)N1CCN(c2ccccc2F)CC1 (stereo unspecified),-8.4,-1.7,-1.9,10.5,-5.3,3.4,-0.6,0.6
CCCCn1c(=O)n(CC(=O)Nc2c(CC)cccc2CC)c(=O)c2c1nc(CO)n2CCC,-11.3,13.7,-8.1,-0.7,-0.2,0.5,4.5,-0.3
CCOc1ccc(N2C(=O)S/C(=C\c3ccc(O)c(OC)c3)C2=O)cc1,-13.2,-31.0,-6.6,2.1,-10.7,-11.0,-4.4,-15.8
CCOC(=O)N1CCN(S(=O)(=O)N2CCCC(C(=O)NC(C)c3ccccc3)C2)CC1 (stereo unspecified),0.6,16.3,-3.5,-0.3,-5.4,-7.0,18.0,2.7
CCOC(=O)c1c(O)cc(C)cc1Nc1ccccc1,-5.5,-108.3,-7.8,9.6,-2.6,4.1,1.3,20.1
NC(=O)c1nsc(C(=O)N(c2ccccc2)C(C(=O)NCC2CCCO2)c2ccc3ncccc3c2)c1N (stereo unspecified),-9.8,-318.7,-4.2,6.9,2.5,25.5,-1.2,-32.2

# Some of these compounds in order of the SENP1 inh value, lowest first:
Molecule	SENP6 inh	APOBEC3G inh	UBC13 polyUb	SENP7 block	SENP1 inh
CCOc1ccc(N2C(=O)S/C(=C\c3ccc(O)c(OC)c3)C2=O)cc1	-13.2	-6.6	-11.0	-4.4	-15.8
COCCNC(=O)CNS(=O)(=O)c1ccc2nc(C)sc2c1	11.1	-5.2	6.8	11.0	0.3
C=CCNC(=S)NNC(=O)c1ccco1	-5.2	-1.0	3.6	3.7	2.8
COc1ccccc1NCC(=O)N/N=C(\C)c1cccs1	-9.3	-6.1	6.6	-3.1	3.3

# Assay outcomes: PubChem BioAssay, Sanford-Burnham Center for Chemical Genomics
